Source: PubChem
TDP43 rescue: TDP-43 toxicity inhibition in yeast; TDP-43 expressing yeast growth rescue, BacTiter-Glo, 24 h; Potency, µM (doses to about 46.1 µM), without a hit: top-dose growth rescue (activation), most hits filed as activators; actives 1.8% (n = 410,000); AID 652104; note: potency is the fitted concentration of half-maximal effect; % of control where 0% means no effect; nearly all actives have a fitted effect of over 50% in size
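Yeast expressing TDP-43 (pregrown in raffinose, seeded at OD600=0.02 in galactose medium) exposed to compounds 24 hr at 30 deg C. Growth read by BacTiter-Glo luminescence; rescue of toxicity appears as increased signal.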
FUS suppressor: rescues growth of FUS-expressing yeast. S. cerevisiae FUS-expressing, growth rescue, OD600, 24 h. Potency, µM (highest dose often 76.6 µM), inactives show top-dose growth rescue (activation), hits mostly activators. actives 0.24% (n = 390,000);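 note: potency is the fitted concentration of half-maximal effect; plate controls were DMSO vehicle for no effect and reference control for full effect; nearly all actives have a fitted effect of over 55% in size; some results filed as inactive show a strong effect at the top dose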
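Compound concentration series was pinned onto galactose-induced FUS-expressing yeast seeded at OD 0.005. Plates sat 24hr at 30C; absorbance at 600 nm gave growth. DMSO served as background control.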
DRD3 antagonist: D3 dopamine receptor (human) antagonism. actives 2.5% (n = 360,000). D3R cells, DiscoveRx beta-arrestin luminescence, antagonist mode; hits give low values. max response, negative = inhibition, %; in the data active = max response below about -50%; inconclusive = no clear call, values can overlap the other calls; note: % is set by controls: 0 for no effect and ±100 for the full control effect; mostly tested at two doses, the higher about 12 µM
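Cells expressing the human receptor were seeded at 1500 cells/well, incubated overnight at 37 degrees C in 5% CO2, then exposed to library compounds with dopamine controls for 90 minutes at 37 degrees C before luminescent detection.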
EPAC2 agonist: agonists of human EPAC2 (RAPGEF4) | Q8WZA2 | EPAC2 activation, biochemical qHTS; response scale: 100% = 6.5 mM cAMP response | actives 0.079% (n = 360,000) | Potency, µM (top dose mostly 154 µM), without a hit: at the highest dose activation, actives largely listed as activators; note: potency is the fitted concentration of half-maximal effect; nearly all actives have a fitted effect of over 50% in size
Target sequence (Q8WZA2 whole entry, looked up): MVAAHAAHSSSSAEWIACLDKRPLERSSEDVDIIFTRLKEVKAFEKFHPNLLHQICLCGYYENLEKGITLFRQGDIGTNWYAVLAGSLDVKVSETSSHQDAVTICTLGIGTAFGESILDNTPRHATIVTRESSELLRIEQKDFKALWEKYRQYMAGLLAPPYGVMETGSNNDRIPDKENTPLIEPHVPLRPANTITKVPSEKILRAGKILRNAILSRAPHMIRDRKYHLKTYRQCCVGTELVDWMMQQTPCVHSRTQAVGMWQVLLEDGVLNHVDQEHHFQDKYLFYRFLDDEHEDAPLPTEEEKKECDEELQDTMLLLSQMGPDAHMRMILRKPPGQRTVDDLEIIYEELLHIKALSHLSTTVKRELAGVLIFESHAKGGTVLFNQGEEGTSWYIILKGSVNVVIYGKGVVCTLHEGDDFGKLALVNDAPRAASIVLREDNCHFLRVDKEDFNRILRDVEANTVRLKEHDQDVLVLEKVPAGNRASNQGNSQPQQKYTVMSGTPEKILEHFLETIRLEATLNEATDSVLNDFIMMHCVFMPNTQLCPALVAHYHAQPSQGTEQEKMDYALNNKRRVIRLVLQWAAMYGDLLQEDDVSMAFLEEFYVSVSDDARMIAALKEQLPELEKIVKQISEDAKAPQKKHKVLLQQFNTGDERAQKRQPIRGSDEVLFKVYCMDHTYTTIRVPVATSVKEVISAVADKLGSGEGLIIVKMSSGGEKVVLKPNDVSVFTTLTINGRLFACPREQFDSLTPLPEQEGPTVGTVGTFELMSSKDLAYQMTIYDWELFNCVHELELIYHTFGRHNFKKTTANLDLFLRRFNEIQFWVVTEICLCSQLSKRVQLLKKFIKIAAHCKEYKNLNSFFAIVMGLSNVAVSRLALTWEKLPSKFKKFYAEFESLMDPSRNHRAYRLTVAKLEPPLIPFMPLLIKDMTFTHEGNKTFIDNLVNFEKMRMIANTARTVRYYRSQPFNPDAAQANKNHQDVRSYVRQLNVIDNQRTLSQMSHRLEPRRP
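Nucleotide exchange monitored as fluorescence drop when BODIPY-GDP leaves Rap1B. Reaction: 100 nM EPAC2, 250 nM RAP1B-BODIPY-GDP, 50 uM GDP, room temperature, kinetic read over 30 min. Activity expressed relative to 6.5 mM cAMP.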
Abeta rescue: compounds reversing amyloid beta toxicity in yeast; yeast expressing A-beta42, growth rescue, OD600, 48 h; response scale: 0% DMSO, 100% iron-clioquinol control; Potency, µM (doses to about 46.1 µM), for the others: top-dose growth rescue, usual class: activators; actives 0.063% (n = 410,000); note: potency is the fitted concentration of half-maximal effect; nearly all actives have a fitted effect of over 55% in size
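Yeast A-beta toxicity model in growth medium with pinned compounds, 48 h at 30 C; growth read as absorbance at 600 nm. Normalized to FeCl3/clioquinol equimolar mix (positive) and DMSO (negative).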
EPAC2 antag: EPAC2 (human) antagonism. EPAC2 GEF exchange of Rap1B-BODIPY-GDP, fluorescence. Q8WZA2. Potency, µM (highest dose often 114 µM), for the others: top-dose activity, negative = inhibition, usual class: inhibitors. actives 0.18% (n = 360,000); note: potency is the fitted concentration of half-maximal effect; % is set by controls: 0 for no effect and ±100 for the full control effect; nearly all actives have a fitted effect of over 45% in size; many of its hits are not listed in these tables
aSyn rescue: alpha-synuclein toxicity inhibition in yeast; Yeast expressing alpha-synuclein, growth rescue, BacTiter-Glo, 24 h; Potency, µM (doses to about 46.1 µM), without a hit: top-dose growth rescue (activation), usual class: activators; actives 0.14% (n = 370,000); AID 652106; note: potency is the fitted concentration of half-maximal effect; % of control where 0% means no effect; nearly all actives have a fitted effect of over 65% in size
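Screening used galactose-induced yeast with toxic alpha-synuclein levels, exposed to compound for 24 hr at 30 deg C. Cell growth, read with BacTiter-Glo luminescence, gave the measured signal.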
DRD3 agonist: agonists of human D3 dopamine receptor | max activation, % | actives 0.58% (n = 410,000) | AID 652048 | D3R DiscoveRx beta-arrestin cells, luminescence, 90 min | P35462; in the data active = max activation above about 30%; note: 0% is about no effect; mostly tested at two doses, the higher about 12 µM
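Cells at 1500/well, incubated overnight, then treated with pinned compounds (dopamine as control) for 90 min at 37 degrees C. DiscoveRx reagent added for 30 - 60 minutes at room temperature; luminescence read.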
* marks the source's active call; other numbers are inactive results; & = joins results of further samples; [ ] = dose if it differs, or a comment. Unless noted, calls come from the whole dose curve; as a rule, active = well fitted curve in the direction sought with a large enough effect; inconclusive = small, poorly fitted or top-dose-only effect, or another doubt; inactive = no such curve, though single readings can be large; an effect the other way counts as inactive or inconclusive. The list is partial; the hit share may differ from the screen's.

Screening CCCCN(C(=O)C1CC(=O)N(c2ccc(OC)cc2OC)C1)c1c(N)n(CC(C)C)c(=O)[nH]c1=O (stereo unspecified) returned TDP43 rescue 15%, FUS suppressor 24%, DRD3 antagonist 17, EPAC2 agonist 4%, Abeta rescue -8%, EPAC2 antag 10%, aSyn rescue 0% and DRD3 agonist 5.
Screening O=C(c1ccccc1)N1CCN(C(=O)c2ccc3c(c2)OCCO3)CC1 returned TDP43 rescue -7%, FUS suppressor 0%, DRD3 antagonist -16, EPAC2 agonist -1%, Abeta rescue -6%, EPAC2 antag 10%, aSyn rescue 0% and DRD3 agonist -8.
For COc1cc2c(=O)c(S(=O)(=O)c3ccc(F)cc3)cn(Cc3ccc(Cl)cc3)c2cc1OC the results were TDP43 rescue 2%, FUS suppressor -19%, Abeta rescue -20% and DRD3 agonist -15.
Screening CC(C)(C)NC(=O)CSc1n[nH]c(=O)n1-c1ccccc1 returned TDP43 rescue -6%, FUS suppressor -1%, DRD3 antagonist 5, EPAC2 agonist -6%, Abeta rescue 8%, EPAC2 antag 10%, aSyn rescue -6% and DRD3 agonist 8.
For O=C(O)C1CCCN1S(=O)(=O)c1ccc2c(c1)CCC2 (stereo unspecified) the results were TDP43 rescue -18%, FUS suppressor 6%, DRD3 antagonist -4, EPAC2 agonist -9%, Abeta rescue 7%, EPAC2 antag 10%, aSyn rescue -3% and DRD3 agonist 0.
For C=CCn1c(CNC(=O)c2ccccc2F)nnc1SCC(=O)N1CCOCC1 the results were TDP43 rescue -15%, FUS suppressor 23%, DRD3 antagonist -13, EPAC2 agonist 12%, Abeta rescue 4%, EPAC2 antag 24%, aSyn rescue 2% and DRD3 agonist -8.
Cc1nn(Cc2ccc(Cl)c(Cl)c2)c(C)c1NC(=O)c1cn(-c2ccccc2)nc1-c1ccccc1 was read as TDP43 rescue 4%, FUS suppressor 35%, DRD3 antagonist 10, EPAC2 agonist 4%, Abeta rescue 13%, EPAC2 antag 4%, aSyn rescue 3% and DRD3 agonist 2.
Screening O=C(COc1ccccc1[N+](=O)[O-])N/N=C/c1ccncc1 returned TDP43 rescue -9%, FUS suppressor 3%, DRD3 antagonist -2, EPAC2 agonist 13%, Abeta rescue 11%, EPAC2 antag -4%, aSyn rescue -8% and DRD3 agonist 8.
For CC(C)[C@@H]1Cc2[nH]c(=O)[nH]c(=O)c2[C@H](c2ccc(F)cc2)O1 the results were TDP43 rescue 21%, FUS suppressor -15%, DRD3 antagonist inconclusive, EPAC2 agonist 1%, Abeta rescue 0%, EPAC2 antag 7%, aSyn rescue -5% and DRD3 agonist -8.
`Cc1ccc(CC2S/C(=C(/C#N)C(=O)NCc3ccco3)N(c3ccccc3)C2=O)cc1` (stereo unspecified) gave TDP43 rescue -4%, FUS suppressor 25%, DRD3 antagonist -20, EPAC2 agonist 0%, Abeta rescue -1%, EPAC2 antag 16%, aSyn rescue 21% and DRD3 agonist -14.
COc1ccc(OC)c(/C=C/C(=O)N(C)CC(=O)Nc2ccc(N3CCOCC3)cc2)c1 was read as TDP43 rescue 11%, DRD3 antagonist 7, EPAC2 agonist -5%, Abeta rescue -11%, EPAC2 antag -3%, aSyn rescue -3% and DRD3 agonist -11.
CCOC(=O)C(C)Oc1ccccc1C1NC(=O)NC(C)=C1C(=O)Nc1ccc(C)c(C)c1 (stereo unspecified) was read as TDP43 rescue -21%, FUS suppressor 24%, DRD3 antagonist 16, EPAC2 agonist 3%, Abeta rescue 5%, EPAC2 antag 5%, aSyn rescue 2% and DRD3 agonist -3.

Arranged by formula weight (low to high): three of the compounds above.
For O=C(O)C1CCCN1S(=O)(=O)c1ccc2c(c1)CCC2 (stereo unspecified) the results were TDP43 rescue -18%, FUS suppressor 6%, DRD3 antagonist -4, EPAC2 agonist -9%, Abeta rescue 7%, EPAC2 antag 10%, aSyn rescue -3% and DRD3 agonist 0.
CCOC(=O)C(C)Oc1ccccc1C1NC(=O)NC(C)=C1C(=O)Nc1ccc(C)c(C)c1 (stereo unspecified) was read as TDP43 rescue -21%, FUS suppressor 24%, DRD3 antagonist 16, EPAC2 agonist 3%, Abeta rescue 5%, EPAC2 antag 5%, aSyn rescue 2% and DRD3 agonist -3.
Cc1nn(Cc2ccc(Cl)c(Cl)c2)c(C)c1NC(=O)c1cn(-c2ccccc2)nc1-c1ccccc1 was read as TDP43 rescue 4%, FUS suppressor 35%, DRD3 antagonist 10, EPAC2 agonist 4%, Abeta rescue 13%, EPAC2 antag 4%, aSyn rescue 3% and DRD3 agonist 2.

Next section
`Cc1ccc(NC(=O)N2CCC(c3ccccc3)C2)cc1C` (stereo unspecified) gave TDP43 rescue inconclusive, FUS suppressor 18%&9%, DRD3 antagonist -12, EPAC2 agonist 6%, Abeta rescue -18%&-16%, EPAC2 antag -6%, aSyn rescue 11% and DRD3 agonist -5&-2.
CCOC(=O)Cn1c(COc2ccccc2OC)[n+](C)c2ccccc21 was read as TDP43 rescue 8%, FUS suppressor 0%, DRD3 antagonist -7, EPAC2 agonist -4%, Abeta rescue -11%, EPAC2 antag 18%, aSyn rescue 3% and DRD3 agonist -6.
Screening CCOC(=O)c1c(C)[nH]c(C(=O)OCC(=O)Nc2ccc(OC)c(Cl)c2)c1C returned TDP43 rescue inconclusive, FUS suppressor 45%, DRD3 antagonist 20, EPAC2 agonist -1%, Abeta rescue 16%, EPAC2 antag -4%, aSyn rescue 6% and DRD3 agonist -2.
Screening COc1ccc(N2CCN(C(CNC(=O)C(=O)NCCC3=CCCCC3)c3ccco3)CC2)cc1 (stereo unspecified) returned TDP43 rescue 13%, DRD3 antagonist 5, EPAC2 agonist 3%, Abeta rescue 4%, EPAC2 antag 13%, aSyn rescue 3% and DRD3 agonist 6.
For C=CCc1cc(CN2CC(C)OC(C)C2)c(O)c(OC)c1 (stereo unspecified) the results were TDP43 rescue -20%, FUS suppressor 3%, DRD3 antagonist -11, EPAC2 agonist 1%, Abeta rescue 2%, EPAC2 antag 17%, aSyn rescue -8% and DRD3 agonist -11.
`COc1ccc([C@H]2CC(=O)C=C(c3cccc4c3Oc3ccccc3S4)C2)cc1OC` gave TDP43 rescue 19%, FUS suppressor 37%, DRD3 antagonist 145, EPAC2 agonist -5%, Abeta rescue 7%, EPAC2 antag 7%, aSyn rescue 6% and DRD3 agonist 75*.
C[C@H]1CN([C@@H](C)CO)C(=O)CCCn2nncc2CO[C@H]1CN(C)S(=O)(=O)c1cccc(F)c1 was read as TDP43 rescue -4%, FUS suppressor 3%, DRD3 antagonist -5, EPAC2 agonist 5%, Abeta rescue 0%, EPAC2 antag 4%, aSyn rescue -5% and DRD3 agonist -4.
For CN(C)S(=O)(=O)c1cccc(C(=O)NCC(C)(C)CNC(=O)c2cccc(S(=O)(=O)N(C)C)c2)c1 the results were TDP43 rescue 8%, FUS suppressor 7%, DRD3 antagonist 11, EPAC2 agonist 3%, Abeta rescue -3%, EPAC2 antag 0%, aSyn rescue 2% and DRD3 agonist 1.
Cc1cccn2cc(-c3ccc(S(=O)(=O)N4CCCCC4)cc3)nc12 was read as TDP43 rescue -5%, FUS suppressor 23%, DRD3 antagonist 2, EPAC2 agonist 10%, Abeta rescue 3%, EPAC2 antag -10%, aSyn rescue 6% and DRD3 agonist 19.
CCOC(=O)N1CCN(C(=O)C(NC(=O)c2ccc(CC)cc2)C(C)C)CC1 (stereo unspecified) was read as TDP43 rescue -2%, FUS suppressor 15%, DRD3 antagonist -25, EPAC2 agonist -2%, Abeta rescue -8%, EPAC2 antag 10%, aSyn rescue 5% and DRD3 agonist -4.
`Cc1cc(C)nc(SCC(=O)c2ccc3c(c2)OCCO3)n1` gave TDP43 rescue 4%, FUS suppressor 6%, DRD3 antagonist -9, EPAC2 agonist 1%, Abeta rescue 16%, EPAC2 antag 0%, aSyn rescue 4% and DRD3 agonist 13.
`CCCCn1c(-c2ccc([N+](=O)[O-])cc2)n[nH]c1=S` gave TDP43 rescue 15%, FUS suppressor 2%, DRD3 antagonist 0, EPAC2 agonist 11%, Abeta rescue -3%, EPAC2 antag -2%, aSyn rescue 3% and DRD3 agonist -7.
`Cn1c(=O)n(-c2cccc(Cl)c2)c(=O)c2c3c(sc21)COC(C)(C)C3` gave TDP43 rescue 7%, FUS suppressor 1%, DRD3 antagonist 7, EPAC2 agonist 5%, Abeta rescue 11%, EPAC2 antag -9% and DRD3 agonist 2.
For COc1ccc(S(=O)(=O)N2CCOCC2)cc1C(=O)N1CCCC1 the results were TDP43 rescue -21%, FUS suppressor 4%, DRD3 antagonist 6, EPAC2 agonist 5%, Abeta rescue 9%, EPAC2 antag 21%, aSyn rescue 2% and DRD3 agonist 1.
CCOc1ccc(CNC(=O)C2CCN(c3nn4c(=O)cc(C)nc4s3)CC2)cc1 was read as TDP43 rescue -9%&-20%, FUS suppressor 17%&10%, DRD3 antagonist -10, EPAC2 agonist -1%, Abeta rescue 11%&-18%, EPAC2 antag -16%, aSyn rescue -4% and DRD3 agonist 3&-8.
For COc1ccc(NC(=O)NC2COc3ccccc3C2)cc1Cl (stereo unspecified) the results were TDP43 rescue 2%, FUS suppressor 2%, Abeta rescue -2% and DRD3 agonist 3.
Screening O=C(Nc1nccs1)c1cnc2sccn2c1=O returned TDP43 rescue 16%, FUS suppressor -33%, DRD3 antagonist 26, EPAC2 agonist 8%, Abeta rescue -4%, EPAC2 antag 0%, aSyn rescue 1% and DRD3 agonist 4.
Screening Fc1ccccc1N1CCN(C(c2ccncc2)c2nnnn2C2CCCC2)CC1 (stereo unspecified) returned TDP43 rescue -15%, FUS suppressor 4%, DRD3 antagonist -6, EPAC2 agonist -1%, Abeta rescue -40%[inhibitor], EPAC2 antag 5%, aSyn rescue 2% and DRD3 agonist -11.
Screening CCn1c(CNC(=O)c2cccc(C)c2)nnc1SCC(=O)NC1CCCCC1C (stereo unspecified) returned TDP43 rescue -6%, FUS suppressor 55%, DRD3 antagonist 1, EPAC2 agonist 9%, Abeta rescue -8%, EPAC2 antag -1%, aSyn rescue -1% and DRD3 agonist 2.
For COc1ccc(NC(=O)CSc2nc(-c3ccco3)nc3cc(=O)[nH]n23)cc1 the results were TDP43 rescue 3%, FUS suppressor 41%, Abeta rescue -8% and DRD3 agonist 6.
`CCOC(=O)N1CCN(c2nc(C)c3c(n2)CC(C)CC3=O)CC1` (stereo unspecified) gave TDP43 rescue 20µM*, FUS suppressor 19%, DRD3 antagonist 91, EPAC2 agonist 0%, Abeta rescue 15%, EPAC2 antag 1%, aSyn rescue 1% and DRD3 agonist 4.
